# Bioassay records as filed in PubChem.
# 3T3 cytotox = cytotoxic compounds in NIH 3T3 cells | NIH 3T3 viability, CellTiter-Glo ATP luminescence, 48-72 h | Potency, µM (highest dose often 96.7 µM), for inactives: at the top dose activity change, negative = cytotoxicity, actives largely listed as inhibitors | 94,000 tested, 4.3% active | AID 1345082; also: potency is read from the fitted curve at half-maximal effect; nearly all actives have a fitted effect of over 55% in size
#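 Mouse fibroblast NIH 3T3 cells, 400 per well, received compound via pintool and were incubated for 48 or 72 hr prior to CellTiter-Glo ATP luminescence measurement.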
# IP6K1 inh = IP6K1 kinase inhibition; 140,000 tested, 0.81% active; activity change, % (series mostly up to about 58 µM); IP6K1 kinase, ADP-Glo luminescence, 2 h; hits give low values; in the data active = activity change below about -25%
# Target sequence (Q92551 whole entry, looked up): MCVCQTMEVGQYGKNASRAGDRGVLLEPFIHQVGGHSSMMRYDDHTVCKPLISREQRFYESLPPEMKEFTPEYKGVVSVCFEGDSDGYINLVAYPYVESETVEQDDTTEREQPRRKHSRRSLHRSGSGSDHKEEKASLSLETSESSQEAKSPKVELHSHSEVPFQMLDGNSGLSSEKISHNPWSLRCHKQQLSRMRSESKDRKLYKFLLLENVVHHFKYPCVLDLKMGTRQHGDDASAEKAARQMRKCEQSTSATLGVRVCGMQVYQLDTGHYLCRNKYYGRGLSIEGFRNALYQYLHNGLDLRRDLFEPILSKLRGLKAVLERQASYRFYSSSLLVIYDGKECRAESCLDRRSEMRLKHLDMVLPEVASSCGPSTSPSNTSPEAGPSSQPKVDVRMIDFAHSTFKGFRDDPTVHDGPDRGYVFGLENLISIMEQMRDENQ
#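 ADP-Glo luminescence measures ADP made by human IP6K1 during a 2 h RT reaction with ATP/IP6 (mix at 1.3 mM/130 uM); top library doses 57.5 and 19.1 uM final.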
# HEK293 tox = HEK 293 cell cytotoxicity. HEK 293 viability, ATP luminescence (CellTiter-Glo), 48-72 h. Potency, µM (highest dose often 115 µM), for the others: at the top dose activity change, negative = cytotoxicity, most hits filed as inhibitors. 94,000 tested, 6.6% active; also: potency is read from the fitted curve at half-maximal effect; nearly all actives have a fitted effect of over 60% in size
#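 HEK 293 seeded at 250 cells/well receive compound via pintool. After 48 or 72 hr at 37 degree Celsius, 5% CO2 and 95% humidity, CellTiter-Glo is dispensed and luminescence read following 10 min at room temperature.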
# SNCA viab count = cell viability loss counter-screen. HEK-293-SNCA-luc viability, GF-AFC fluorescence, 24 h. AID 1671193. Potency, µM (doses to about 57.1 µM), inactives show at the top dose activity change, negative = cytotoxicity, hits mostly cytotoxic. 150,000 tested, 0.12% active;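 also: potency is read from the fitted curve at half-maximal effect; 0% = DMSO-treated cells and -100% = medium-only wells without cells; nearly all actives have a fitted effect of over 30% in size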
#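 HEK-293-SNCA-luc cells (1500/well) plated 24 h, then exposed 24 h to a dilution series; GF-AFC added 30 min at 37C, fluorescence 405/540 nm; normalised to medium-only and DMSO wells, Hill fit.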
# GPT2 inhibitor = GPT2 alanine aminotransferase inhibition. Recombinant GPT2, coupled pyruvate oxidase/HRP Amplex Red fluorescence. Potency, µM (titrated, usually from 57.7 µM), inactives show at the highest dose activity change, negative = inhibition, usual class: inhibitors. 100,000 tested, 0.25% active. AID 1671188; also: potency is read from the fitted curve at half-maximal effect; nearly all actives have a fitted effect of over 60% in size; many of its hits are not listed in these tables
#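 Fluorescence read-out: pyruvate from GPT2 turnover coupled to pyruvate oxidase, HRP and Amplex Red (0.2mM ThPP, 0.2U/mL PO and HRP, 50uM Amplex final). Substrates 250uM a-KG, 2mM L-alanine; enzyme 10ng/uL; 30 min RT.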
# SNCA expr inhib = SNCA gene expression inhibition. 140,000 tested, 0.17% active. Potency, µM (highest dose often 57.2 µM), for the others: at the highest dose activity change, negative = inhibition, actives largely listed as inhibitors. HEK-293 SNCA-luciferase knock-in, luminescence, 24 h;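 also: potency is read from the fitted curve at half-maximal effect; plate controls were DMSO cells for no effect and cell-free wells for full effect; nearly all actives have a fitted effect of over 45% in size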
# FLuc inh = inhibitors of firefly (Photinus pyralis) luciferase; 76,000 tested, 2.5% active; purified P. pyralis luciferase, luminescence, biochemical; Potency, µM (series often up to 115 µM), inactives show at the top dose activity change, negative = inhibition, hits mostly inhibitors; AID 1347043; also: potency is read from the fitted curve at half-maximal effect; nearly all actives have a fitted effect of over 65% in size
# Target sequence (P08659 whole entry, looked up): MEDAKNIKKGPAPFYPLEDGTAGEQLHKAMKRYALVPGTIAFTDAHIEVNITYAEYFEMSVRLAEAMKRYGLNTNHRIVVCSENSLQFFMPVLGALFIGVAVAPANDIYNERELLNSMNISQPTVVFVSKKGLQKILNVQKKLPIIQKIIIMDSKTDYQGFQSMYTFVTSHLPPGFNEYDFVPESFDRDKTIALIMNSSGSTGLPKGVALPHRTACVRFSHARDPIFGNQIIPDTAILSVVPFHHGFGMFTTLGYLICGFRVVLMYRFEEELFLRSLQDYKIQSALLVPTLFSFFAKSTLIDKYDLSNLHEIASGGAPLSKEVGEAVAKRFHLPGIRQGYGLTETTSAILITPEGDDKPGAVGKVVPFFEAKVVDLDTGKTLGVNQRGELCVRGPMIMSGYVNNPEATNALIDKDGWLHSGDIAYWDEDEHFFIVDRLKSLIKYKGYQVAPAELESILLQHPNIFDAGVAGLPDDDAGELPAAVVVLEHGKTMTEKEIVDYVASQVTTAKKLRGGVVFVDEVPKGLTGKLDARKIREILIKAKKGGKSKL
#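 Purified 10nM P. pyralis luciferase with 10uM D-luciferin and 10uM ATP in 50mM Tris acetate pH 7.5, 10mM Mg acetate, 0.01% Tween-20, 0.05% BSA. qHTS titration; luminescence read by CCD imager.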
# * = called active by the depositor; i = inactive; ? = inconclusive; . = not tested or not shown; & = joins results of further samples; [ ] = remark or other dose. Unless noted, calls follow the shape of the dose curve; as a rule, active = well fitted curve in the direction sought with a large enough effect; inconclusive = small, poorly fitted or top-dose-only effect, or another doubt; inactive = no such curve, though single readings can be large; an effect the other way counts as inactive or inconclusive. Unless noted, % is scaled to controls: 0 for no effect and ±100 for the full control effect.
SMILES,3T3 cytotox,IP6K1 inh,HEK293 tox,SNCA viab count,GPT2 inhibitor,SNCA expr inhib,FLuc inh
COc1ccc(CNC(=O)CN2C(=O)COc3ccc(S(=O)(=O)N4CCOCC4)cc32)cc1,.,-0.6,.,-1.6%,.,56.5%[activator],.
C[S+](=O)([O-])N1Cc2ccccc2CC12CN(C(=O)c1ccc(Cl)nc1)C2,?,1.3,-16.2%,5.5%,i,-5.0%,-1.0%
Cc1cc(C)cc(-n2ccnc2SCC(=O)Nc2ccccc2F)c1,.,-11.0,.,15.3%,.,-15.2%,.
O=C(Cc1ccccc1)N(Cc1cccnc1)c1nc2ccc(F)cc2s1,.,13.4,.,-12.0%,.,68.6%[activator],.
CCCS(=O)(=O)NCCc1ncc(C)n1CCOC,i,-9.5,-13.3%,3.9%,-24.6%,9.8%,3.4%
O=C(O)CCc1cc2n(n1)CCCN(C(=O)c1cc3c([nH]c1=O)CCC3)C2,3.6%,-6.2,?,7.9%,?,0.6%,-0.9%
CCOc1ccccc1CN1CCC2(CCN(C(=O)c3ccccc3F)CC2)Oc2ccccc21,?,6.4,?,-1.0%,-19.4%,-6.6%,-10.5%
O=C(Nc1ccc(F)c(C(F)(F)F)c1)Nc1nnc(-c2ccncc2)s1,.,-2.2,.,-2.0%&0.1%,-1.1%,-13.0%,.
Cc1cnc(CC2CCN(C(=O)Cc3cccnc3)CC2)n1Cc1ccc(F)cc1,5.0%,1.0,-0.8%,2.9%,-0.9%,8.9%,0.7%
N#Cc1cccc(-c2ccnc(N[C@H]3CO[C@H]4[C@@H]3OC[C@@H]4NC(=O)c3ccc4c(c3)OCO4)n2)c1,?,-1.0,?,-29.4%,0.0%,-11.2%,-2.7%
Cc1cc(C)c(CNC(=O)c2nc(Nc3ccccc3)cc3[nH]ccc23)c(=O)[nH]1,?,-18.3,?,10.4%[87.6 µM],i,12.7%[87.6 µM],-3.6%[172 µM]
COc1ccc2c(c1)OC[C@@H]1CN(C)C(=O)CCN(C(=O)Cc3cccs3)[C@H]21,?,-12.5,-1.8%,.,.,.,.
CCc1ccc(CN2CC(C(=O)NCc3ccncc3)C3(CCOCC3)C2)cc1 (configuration not stated),-17.6%,1.4,-9.3%,0.2%,i,17.4%,-5.3%
CSc1ncc(C(=O)NCc2ccc(C)cc2)c(-c2ccccc2)n1,.,30.0,.,2.9%,.,-14.1%,.
COc1cccc(CC(=O)N2CCCC(c3nc(CCOCC4CCCC4)no3)C2)c1 (configuration not stated),?,-3.5,?,-1.5%,-10.3%,?,-0.8%
Nc1nc(Nc2ccccc2)nc2c1ncn2[C@@H]1O[C@H](CO)[C@@H](O)[C@H]1O,.,.,.,9.2%,-2.8%,64.4%[activator],.
COc1ccc(C(=O)Oc2c(Sc3ccc(Cl)cc3)c(C)nn2C(C)(C)C)cc1OC,.,-4.0,.,2.7%,.,16.6%,.
CCN1CCN(c2nc3c(s2)CN(C(=O)COC)CC3)CC1,3.6%,0.4,?,15.3%,i,41.2%[activator],-2.5%
O=C(Nc1cccc(F)c1)N1CCC(Oc2ncccc2C(=O)N2CCOCC2)C1 (configuration not stated),-5.7%,16.1,4.7%,-2.7%,i,34.1%[activator],-2.6%
O=C(NCCCN1CCCCCC1)c1ccc(CC2CCN(C(=O)C3CC3)CC2)cc1,?,-11.8,?,-0.4%,-16.0%,22.3%,0.5%
COC(=O)c1c(NC(=O)C(C)Oc2ccc(Cl)cc2Cl)sc2c1CCCC2 (configuration not stated),.,-18.1,.,10.2%,.,?,.
CC(C)OCCCNC(=O)c1nn(C)c2c1CSc1ccccc1-2,.,1.4,.,27.5%,.,2.0%,.
Cc1ccc(S(=O)(=O)N2CCCC2C(=O)N2CCC(c3ccccc3)CC2)cc1 (configuration not stated),?,4.7,?,-5.2%,-26.0%,-7.5%,.
CC(C)=CCN1CCCC2(Cc3ccccc3CNC2=O)C1 (configuration not stated),-10.5%[138 µM],-4.8,-13.2%[172 µM],0.3%[87.6 µM],i,13.2%[87.6 µM],.

# Quoted at random: two records from the list.
SMILES,3T3 cytotox,IP6K1 inh,HEK293 tox,SNCA viab count,GPT2 inhibitor,SNCA expr inhib,FLuc inh
CC(C)=CCN1CCCC2(Cc3ccccc3CNC2=O)C1 (configuration not stated),-10.5%[138 µM],-4.8,-13.2%[172 µM],0.3%[87.6 µM],i,13.2%[87.6 µM],.
COc1ccc(C(=O)Oc2c(Sc3ccc(Cl)cc3)c(C)nn2C(C)(C)C)cc1OC,.,-4.0,.,2.7%,.,16.6%,.

# (further entries)
SMILES,3T3 cytotox,IP6K1 inh,HEK293 tox,SNCA viab count,GPT2 inhibitor,SNCA expr inhib,FLuc inh
COc1ccc(Cn2c(=O)c(C(=O)NCC3CC3)nc3cccnc32)cc1,-27.7%,9.1,-25.9%,-7.9%,i,63.9%[activator],.
Cc1cc2ncc(C(=O)NCCc3ccccc3)cn2n1,-9.0%[138 µM],8.2,-5.4%[172 µM],3.7%[87.6 µM],i,82.9%[activator][87.6 µM],.
COc1ccccc1N1CCN(C(=O)CCS(=O)(=O)c2ccc3c(c2)oc(=O)n3C)CC1,.,11.8,.,-21.0%,.,5.4%,.
COc1ccc(-c2cn3nc(N4CCCC(C(=O)Nc5ccc(C)c(C)c5)C4)sc3n2)cc1 (configuration not stated),.,-10.2,.,0.5%,.,40.8%[activator],.
CC(=O)N1CCc2nn(CC(=O)N3CCc4ccccc43)c(=O)cc2C1,-4.9%,-4.2,1.2%,-0.7%,i,-13.8%,0.0%
CCCn1ccc2sc(C)c(C(=O)O)c2c1=O,i,0.4,16.1%,1.4%,i,48.0%[activator],0.3%
CCOC(=O)C1CCN(C(=O)c2cn3cc(-c4ccc(F)cc4)sc3n2)CC1,-34.0%,2.5,-19.7%,-5.6%,-2.6%,75.5%[activator],.
Cc1nc2scc(CC(=O)N3CCCCC3)n2c(=O)c1-c1cc(C)n(-c2ccc(F)cc2)n1,-9.2%,4.2,-0.7%,-1.9%,i,7.3%,-10.6%
COCCCNc1ncnc2c1cnn2-c1ccc(F)cc1,.,1.9,.,-4.6%,.,11.1%,.
COc1ccccc1OCCNC(=O)[C@@H]1COCC(=O)N1Cc1ccc(F)cc1,-6.5%,0.0,-21.4%,5.9%,-14.9%,25.0%,28.5%
COCCn1c(=O)c(C(=O)NC2CC2)nc2cccnc21,-22.7%[138 µM],6.0,-3.6%[172 µM],1.4%[87.6 µM],i,-5.0%[87.6 µM],.
CN1C[C@H]2CN(Cc3ccc(C(F)(F)F)cc3)CCN2C1=O,?,3.7,?,-6.7%[87.6 µM],?,-19.7%[87.6 µM],-7.4%[172 µM]
CN(C)S(=O)(=O)N1CC(c2nc(Cc3cccnc3)no2)C1,-21.2%,6.1,-7.3%,0.4%,-28.1%,28.2%,.
O=C(C1CCCN(Cc2cccc(-c3cccs3)c2)C1)N1CCN(Cc2ccccc2)CC1 (configuration not stated),35.5µM*,-7.0,?,2.6%,-2.4%,-17.3%,.
COc1cccc(NC(=O)c2sc3nc(C)c(C(=O)Nc4ccc(C)cc4C)c(-c4ccc(Br)cc4)c3c2N)c1,.,-11.5,.,-0.2%,.,-18.7%,.
Cc1ccc(NC(=O)C2CCCN(S(=O)(=O)c3cccc4cccnc34)C2)c(C)c1 (configuration not stated),.,-4.4,.,-9.3%,.,26.8%,.
Cc1noc(C)c1C(=O)N1CCC2(CC1)CN([S+](C)(=O)[O-])Cc1ccccc1O2,-13.5%,1.3,-3.0%,2.4%,-16.3%,1.6%,.
COCCN1C(=O)CS(=O)(=O)C12CCN(C(=O)c1ccc(C)cc1)CC2,i,-3.9,i,2.7%,-1.7%,-16.6%,1.2%
OC1(CN2CCC(CCn3cccn3)CC2)CNCCOC1 (configuration not stated),-2.0%,5.3,-5.8%,1.9%,-9.0%,-11.2%,6.2%
COc1ccc(CC(=O)Nc2ccc(=O)n3c2[C@@H]2C[C@@H](CN(C(=O)Nc4ccc(F)cc4)C2)C3)cc1,?,-1.6,i,-3.1%,3.6%,1.7%,-19.8%
c1ccc(CC2=NOC3(CCN(C4COC4)CC3)C2)cc1,i,-0.4,i,-0.3%[87.6 µM],-2.7%[88.5 µM],-14.0%[87.6 µM],.
Cc1c2cnn(CC(=O)NC(C)C)c(=O)c2c(C)n1Cc1cccc(Cl)c1,.,-0.9,.,7.6%,.,3.6%,.
O=C(NC[C@@H]1CCCN1)C1CCN(c2nc(-c3ccccc3)nc3c2CCC3)CC1,22.4µM*,17.9,31.6µM*,-28.7%,-4.4%,-22.6%,-11.5%
Cc1ccc(CCNC(=O)CCSCc2ccccc2F)cc1,.,26.7,.,-3.7%,.,-3.4%,.
CC(=O)Nc1ccc(C2(C(=O)NCc3cccs3)CCC2)cc1,i,20.6,4.5%,3.1%,i,8.9%,-8.4%
CC(C)(O)/C=C/C(=O)[C@](C)(O)[C@H]1[C@H](O)C[C@@]2(C)[C@@H]3CC=C4[C@@H](C=C(O[C@@H]5O[C@H](CO)[C@@H](O)[C@H](O)[C@H]5O)C(=O)C4(C)C)[C@]3(C)C(=O)C[C@]12C,.,7.5,.,3.6%[23.9 µM],-2.3%[17.1 µM],.,.
Cc1ccc(C(=O)N2CCc3sc(C(=O)NCc4ccc(F)cc4F)cc3C2)cc1,4.6%,8.8,-4.7%,-13.4%,i,21.2%,-5.1%
Cc1cc(O)c(-c2ccnc3cc(-c4ccccc4)nn23)cc1Cl,.,-14.9,.,46.9%,.,-17.9%,.
COc1ccc(-c2noc(CSc3nnc(-c4ccc(Cl)cc4)n3C)n2)cc1OC,.,17.4,.,?,.,53.8%[activator],.
Cc1ccc(S(=O)(=O)N2CCN(Cc3ccccc3)CC2)c(C)c1NS(C)(=O)=O,.,1.5,.,?,.,-2.3%,.
COC(=O)CNC(=O)C1CCCN1Cc1cccc(-c2ccc(C)c(Cl)c2)c1 (configuration not stated),?,2.5,39.8µM*,.,.,.,.
COC(=O)CNC(=O)N1CCOC(c2ccc(Cl)c(Cl)c2)C1 (configuration not stated),-29.3%,21.4,-12.5%,4.9%,2.5%,-1.5%,-0.4%
Cc1cc(CN2CCC(CO)(Cc3ccccc3Cl)CC2)cc(C)c1O,?,3.9,?,-3.6%,i,28.9%,-6.6%
CC(C)OC(=O)c1cccnc1SCC(=O)Nc1ccc(C(F)(F)F)cc1Cl,.,15.4,.,5.7%,.,59.6%[activator],.
Cc1ccc2c(=O)c(C(=O)c3ccccc3)cn(CC(=O)Nc3ccccc3)c2n1,.,-1.8,.,-2.8%,.,-3.9%,.
Cc1ccc2[nH]c3c(=O)n(CC(=O)N(CCN(C)C)Cc4ccccc4)ncc3c2c1,.,38.0,.,1.6%,.,-20.0%,.
CO[C@H]1C(=O)N(C(C)C)[C@H]1C1CCN(Cc2ccc3cc[nH]c3c2)CC1,-3.7%,4.9,3.5%,6.9%,i,22.0%,8.1%

# An excerpt; count on the stated rates, not on these rows.
